Screens from PubChem BioAssay.
LYP act = activators of human LYP (PTPN22) phosphatase. Q9Y2R2. recombinant LYP, DiFMUP fluorescence; 0 = plate median, 100 = signal doubled. activation, % at 2 µM. hit rate 0.11% among 96,000;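 active means activation at 2 µM above a set limit, the mean plus 5 SD, cut at about 37% in these data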
Target sequence (Q9Y2R2 whole entry, looked up): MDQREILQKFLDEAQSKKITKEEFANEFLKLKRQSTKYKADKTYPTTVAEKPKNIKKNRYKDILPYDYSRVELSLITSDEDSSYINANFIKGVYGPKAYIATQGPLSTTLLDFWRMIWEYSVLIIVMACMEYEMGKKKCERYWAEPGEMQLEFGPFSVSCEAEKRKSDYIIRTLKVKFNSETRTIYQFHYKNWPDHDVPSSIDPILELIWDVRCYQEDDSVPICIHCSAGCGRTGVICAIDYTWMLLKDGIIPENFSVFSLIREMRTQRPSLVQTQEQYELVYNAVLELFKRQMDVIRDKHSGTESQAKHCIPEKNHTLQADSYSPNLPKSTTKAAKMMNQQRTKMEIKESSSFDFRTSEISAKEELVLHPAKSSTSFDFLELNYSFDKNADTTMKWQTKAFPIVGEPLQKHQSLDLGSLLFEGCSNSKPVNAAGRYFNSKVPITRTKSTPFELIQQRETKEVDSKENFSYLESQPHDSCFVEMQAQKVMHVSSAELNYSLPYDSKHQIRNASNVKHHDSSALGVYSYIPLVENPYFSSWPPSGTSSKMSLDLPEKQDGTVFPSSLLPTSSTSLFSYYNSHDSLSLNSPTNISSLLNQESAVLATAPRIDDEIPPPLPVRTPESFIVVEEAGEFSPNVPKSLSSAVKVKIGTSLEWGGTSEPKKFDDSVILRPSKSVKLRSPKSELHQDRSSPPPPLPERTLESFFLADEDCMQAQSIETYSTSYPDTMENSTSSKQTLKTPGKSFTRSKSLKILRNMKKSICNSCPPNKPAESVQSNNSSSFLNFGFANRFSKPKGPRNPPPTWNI
PTPN22 inh 2 = LYP (human) phosphatase inhibition | hit rate 0.21% among 96,000 | Q9Y2R2 | AID 640 | recombinant LYP catalytic domain, DiFMUP fluorescence | inhibition, % at 2 µM;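 active means inhibition at 2 µM at or above a set limit, the screen mean plus 3 SD, cut at about 24% in these data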;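 further: 0% = DMSO with enzyme and 100% = enzyme fully blocked by orthovanadate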
S1P2 blocker = blocks the human S1P2 receptor; inhibition, % at 5 µM; cell-based S1P2 antagonist assay, inhibition at 5 uM; O95136; hit rate 0.21% among 97,000; in the data active means inhibition above about 45%;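 further: CRE beta-lactamase reporter cells expressing human S1P2 stimulated with S1P; 0% = agonist at EC80 alone and 100% = agonist plus reference antagonist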
FAK inh = blocks human focal adhesion kinase activity; AID 727; biochemical FAK kinase activity assay; hit rate 0.84% among 97,000; inhibition, %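 (tested at 7 µM)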; in the data active means inhibition above about 19%;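 further: 0% = DMSO and 100% = reference compound high control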
HIV Rev-RRE inh = HIV Rev-RRE protein-RNA interaction inhibition; hit rate 0.79% among 97,000; Rev peptide-RRE RNA binding, FRET; P05866; inhibition, % at 8 µM;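 active means inhibition above the screen-wide mean plus 3 SD, cut at about 35% in these data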;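 further: 0% = median DMSO wells and 100% = median Neomycin B control wells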
Target sequence (P05866 whole entry, looked up): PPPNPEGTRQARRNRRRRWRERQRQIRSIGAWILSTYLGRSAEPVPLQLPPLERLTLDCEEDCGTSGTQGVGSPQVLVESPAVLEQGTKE
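Test system: labelled RRE RNA duplex and labelled Rev peptide. Times: 5 min compound–RNA preincubation, then 15 min with peptide, 25 °C. Doses: single-dose 8 µM. Measured by: FRET, excitation 480 nm, emission 540 nm donor and 671 nm acceptor. Measure: % inhibition of FRET ratio versus controls.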
EphB4 ephrin blk = EphB4-ephrin-B2 interaction antagonism. P54760. EphB4 LBD / TNYL-RAW-Alexa532 peptide, fluorescence polarization. inhibition, % at 7 µM. hit rate 0.15% among 97,000. AID 720;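 active means inhibition above the screen-wide mean inhibition plus 3 SD, cut at about 15% in these data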;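 further: 0% = DMSO wells and 100% = excess unlabeled TNYL-RAW peptide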
PostGolgi ctrl = growth of the yeast control strain, post-Golgi counter-screen | AID 738 | hit rate 5% among 98,000 | efflux-deficient yeast background strain, growth absorbance A615, 16 h | inhibition, % at 10 µM
PostGolgi yeast = growth inhibition of a yeast mutant, post-Golgi transport screen; AID 739; hit rate 0.9% among 98,000; post-Golgi transport phenotypic cell assay; inhibition, % at 10 µM;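 further: yeast cells grown in 1536-well plates; yeast grown about 18 h at 30C before absorbance read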
S1P2 agonist = agonists of human S1P2 receptor. activation, % at 4.5 µM. hit rate 0.46% among 97,000. AID 729. O95136. S1P2-expressing cell line, agonist reporter read-out; in the data active means activation above about 16%;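 further: 0% = vehicle low control and 100% = maximal reference agonist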
An asterisk follows results filed as active; nt = no result given. Unless noted, no stated cut-off is given here; in the data, active means inhibition above about 30%; inactive means the rest. Outcome played no part in choosing rows; overall some 7% were active at least once.

canonical_smiles	FAK inh	PTPN22 inh 2	HIV Rev-RRE inh	PostGolgi ctrl	EphB4 ephrin blk	S1P2 blocker	LYP act	S1P2 agonist	PostGolgi yeast
CCOc1ccc(OCc2ccc(C(=O)N3CCc4ccccc4C3)o2)cc1	-1.6	4.6	8.1	14.0	2.8	0.3	-2.0	-7.5	-11.1
COC(=O)c1ccc(C(=O)OC)c(NC(=O)CSc2cccc[n+]2[O-])c1	0.4	-7.1	6.2	1.8	6.7	16.3	9.3	-5.5	8.0
CC(C)C(c1nnnn1Cc1ccccc1)N1CCC(C(N)=O)CC1 (stereo not drawn)	1.0	0.2	8.9	-0.2	2.7	21.6	-2.4	-6.2	3.7
Cc1ccccc1NC(=S)NC(NC(=O)COc1ccccc1)C(Cl)(Cl)Cl (stereo not drawn)	3.5	1.2	2.9	3.2	3.8	18.7	2.8	-4.9	-1.7
Cc1cc(C)n(CCc2nc(-c3ccc(C)o3)cs2)n1	2.0	3.8	2.7	8.3	8.1	-4.4	-0.6	-2.7	-5.6
Cc1ccccc1-c1noc(N)c1C#N	0.2	3.0	14.2	2.2	5.4	-11.6	-8.4	-8.0	-4.7
CCOC(=O)CSc1nc2c(c(-c3ccc(C)o3)c1C#N)CCCC2	-7.5	10.4	-2.7	20.9	-0.6	-5.8	-12.3	-1.1	-10.1
COc1ccc(S(=O)(=O)N(CCc2ccccc2)CC(=O)O)cc1Cl	-2.0	3.2	5.8	1.2	4.5	17.3	-2.4	-7.0	4.5
CCOc1cccc(NC(=O)C(Cc2cccs2)c2nn[nH]n2)c1 (stereo not drawn)	-3.7	-6.9	9.0	1.3	3.2	4.5	4.7	-5.5	1.4
CCNc1nc(Oc2ccc(=O)n(-c3ccccc3)n2)nc(N2CCOCC2)n1	-1.9	-1.0	1.7	14.2	-1.6	-26.5	-0.6	-3.4	-9.1

Later entries:
canonical_smiles	FAK inh	PTPN22 inh 2	HIV Rev-RRE inh	PostGolgi ctrl	EphB4 ephrin blk	S1P2 blocker	LYP act	S1P2 agonist	PostGolgi yeast
O=C(c1cc(Cl)cc(Cl)c1)N1CCOCC1	-1.2	-4.3	10.1	5.9	-2.6	-9.3	4.8	-6.8	-1.8
Cc1ccc2c(c1)c(C)c(C)n2CC(O)Cn1nnc2ccccc21 (stereo not drawn)	4.5	1.9	5.6	22.1	2.6	-9.8	-4.0	-4.3	18.1
CN1CCc2c(c3c(n2C)CCN(C)C3c2ccc(F)cc2)C1c1ccc(F)cc1 (stereo not drawn)	4.9	4.0	-1.9	-3.4	7.4	7.0	-0.7	-5.1	-3.6
Cc1cc(C(=O)OCC(=O)c2c(N)n(C)c(=O)n(C)c2=O)c(C)n1-c1ccccc1	0.3	-4.9	-0.9	17.4	-2.7	8.8	2.5	1.8	-5.5
COC(=O)c1ccccc1NC(=O)Nc1ccc(C(=O)N2CCCC2)cc1	1.0	-4.3	4.4	6.6	2.1	-15.5	-3.2	-1.6	-6.2
COc1ccc(CCNc2cc(=O)[nH]c(N)n2)cc1	-2.5	1.3	9.7	19.3	1.2	-19.3	-1.9	-2.2	-1.4
COc1ccc(-c2nnc3sc(COc4ccc(C)cc4)nn23)cc1	5.9	3.2	12.0	23.0	-0.8	-11.1	-2.8	-4.5	-12.2
CCc1cc2cc3c(cc2nc1SCC(=O)Nc1nnc(C)s1)OCCO3	-28.0	12.7	-5.3	8.7	-6.7	11.3	-9.1	-4.6	-13.9
O=c1c2ccccc2oc2nc(-c3ccco3)n(Cc3ccccc3)c(=O)c12	5.0	-3.8	6.3	8.8	-7.8	-14.5	2.8	-0.5	-3.5
COc1ccc(-c2noc(CN3CCCCC3)n2)cc1OC	-5.1	0.4	2.1	3.8	4.4	-2.7	3.8	-6.0	-12.9

Next part:
canonical_smiles	FAK inh	PTPN22 inh 2	HIV Rev-RRE inh	PostGolgi ctrl	EphB4 ephrin blk	S1P2 blocker	LYP act	S1P2 agonist	PostGolgi yeast
CCOc1cc2[nH]c(=O)n(CCCC(=O)NCc3ccco3)c(=O)c2cc1OCC	1.7	10.1	-1.5	4.4	5.2	10.2	-11.5	-7.5	12.7
COC(=O)c1nn(-c2ccccc2)c(Sc2ccc(C)cc2)c1/C=N/O	-1.1	-4.5	14.7	3.8	3.2	13.4	7.1	-3.6	0.9
COc1cc(C(=O)N2CCC(NC(=O)C(Cc3ccc(C)cc3)NC(C)=O)CC2)cc(OC)c1OC (stereo not drawn)	0.2	-2.9	-0.8	5.6	0.6	5.2	6.1	-4.1	8.2
COc1ccc2c(c1)c1nnc(SCC(=O)N3C(C)CCCC3C)nc1n2C (stereo not drawn)	5.4	5.5	2.6	10.7	1.8	-1.1	-7.4	19.4*	0.2
CC(C)NC(=O)C(Cc1ccccc1)N1C(=O)c2ccccc2C1=O (stereo not drawn)	-0.6	-5.3	-0.9	nt	-5.3	-4.4	4.7	-8.6	nt
COCCNS(=O)(=O)c1ccc(-c2ccc(S(=O)(=O)NCCOC)cc2)cc1	0.4	-3.8	1.3	5.4	-2.4	18.4	1.1	-6.3	-3.2
CC(C)(C)NS(=O)(=O)c1ccc(Oc2ncc(C(F)(F)F)cc2Cl)cc1	-5.1	-5.1	7.4	19.1	2.7	1.0	6.7	-2.5	-2.8
COc1ccc(C(=O)N/N=C2/SCC(=O)N2Cc2ccc3c(c2)OCO3)cc1OC	4.0	1.7	2.9	-9.4	16.3*	1.5	3.7	-2.4	-4.6
Fc1ccc(Oc2nccc(-c3ccc(Cl)cc3)n2)cc1	1.9	2.5	14.5	13.4	2.6	-2.6	1.5	-3.3	23.2
CCOC(=O)c1cccc(NC(=O)CSc2nnc(COc3ccccc3C)o2)c1	0.6	11.8	9.4	3.6	-6.0	6.1	-13.5	-2.0	-2.3

Following part.
canonical_smiles	FAK inh	PTPN22 inh 2	HIV Rev-RRE inh	PostGolgi ctrl	EphB4 ephrin blk	S1P2 blocker	LYP act	S1P2 agonist	PostGolgi yeast
Cn1c(=O)c2c(-c3ccccc3)n(Cc3cccnc3)cc2n(C)c1=O	-1.6	2.8	3.6	-1.0	-1.4	-11.0	-5.2	-4.1	10.7
CCC(c1nnnn1Cc1ccc(F)cc1)N(CCCO)Cc1cc2cc3c(cc2[nH]c1=O)OCO3 (stereo not drawn)	1.3	-30.9	9.0	6.8	-4.4	-0.9	29.9	-5.6	13.1
O=C1C2C3C=CC(C3)C2C(=O)N1c1ccc2ccccc2n1 (stereo not drawn)	-1.5	8.9	6.8	nt	1.1	-12.9	-8.3	-2.9	nt
O=C(CCN1C(=O)c2ccccc2C1=O)Oc1ccc2ccccc2c1	0.0	75.0*	-0.3	4.8	-3.0	-2.6	-74.4	-3.2	2.1
COc1ccc(C(c2nnnn2CC2CCCO2)N2CCN(c3ccccc3)CC2)cc1 (stereo not drawn)	-0.7	-1.0	3.5	0.8	-10.1	3.2	0.4	0.8	4.3
Cc1ccc(S(=O)(=O)N2CCC(C(=O)N[C@H](C(=O)NCC3CCCO3)C(C)C)CC2)cc1 (stereo partly drawn)	0.5	-5.3	5.7	-2.8	4.4	20.6	2.6	-5.7	-3.3
c1cc2c3c(cccc3c1)NC1(CCCCC1)N2	5.1	-10.9	10.9	3.8	-0.1	0.6	13.0	-3.6	1.6
Cc1ccccc1OCC(=O)NCCC(=O)O	-3.5	-1.1	2.5	6.7	1.8	22.6	-1.6	-1.5	-2.4
COc1ccc(Nc2cc(=O)n(C3CCCCC3)c(=O)[nH]2)c(OC)c1	2.1	-5.7	2.8	3.0	4.7	10.4	6.3	-6.1	0.0
Nc1nnnn1/N=C/c1cccc(OCc2ccccc2Cl)c1	0.2	-5.6	10.0	nt	-9.9	-39.6	5.2	-0.3	nt

The results go on:
canonical_smiles	FAK inh	PTPN22 inh 2	HIV Rev-RRE inh	PostGolgi ctrl	EphB4 ephrin blk	S1P2 blocker	LYP act	S1P2 agonist	PostGolgi yeast
CC(C)OC(=O)CSc1nnc(-c2ccccn2)n1C	0.1	2.0	3.5	-2.7	-11.1	-10.7	-2.6	0.2	-5.3
O=C(Nc1cccc(C(F)(F)F)c1)NC1CCCCC1	0.8	-6.0	1.8	-0.3	-2.2	-0.4	7.7	-4.7	2.5
CC(C)OCCCn1c(=N)c(C(N)=S)cc2c(=O)n3ccccc3nc21	32.2*	2.4	65.7*	-1.1	-4.4	-17.1	-4.0	7.7	24.4
CCSc1ccccc1C(=O)NCc1ccc2c(c1)OCO2	-4.2	1.7	0.2	6.9	2.2	17.2	-4.4	-5.3	-1.1
N#CCO/N=C(\c1ccccc1)c1ccncc1	1.5	5.7	5.8	-2.6	-0.7	8.9	-2.1	-5.6	0.5
CCOC(=O)Cn1c(=O)oc2cc(S(=O)(=O)NC3CCCc4ccccc43)ccc21 (stereo not drawn)	-7.9	-4.4	11.3	-4.0	-6.2	-17.5	3.8	-3.9	2.2
O=S(=O)(c1ccccc1)N1CCN(C2CCCCCCC2)CC1	2.8	-16.2	7.8	0.8	-6.4	-9.7	9.8	1.9	-2.2
O=C(C(Cc1ccccc1)NS(=O)(=O)c1cccc2cccnc12)N1CCc2ccccc21 (stereo not drawn)	1.1	7.7	11.8	11.9	3.3	18.0	-8.5	-5.4	4.8
Cc1ccc(N(C(=O)Cc2c[nH]c3ccccc23)C(C(=O)NC2CCCCC2)c2ccco2)cc1 (stereo not drawn)	-1.0	3.1	2.7	20.5	4.7	-5.9	2.3	-10.0	5.0
CN1CC(=O)N(C)c2nc(Br)n(C)c2C1=O	1.0	0.5	5.8	-2.4	2.2	17.6	0.0	-4.0	-2.7

New compounds follow
canonical_smiles	FAK inh	PTPN22 inh 2	HIV Rev-RRE inh	PostGolgi ctrl	EphB4 ephrin blk	S1P2 blocker	LYP act	S1P2 agonist	PostGolgi yeast
COc1ccc(CNc2cc(C)ccc2C)c(OC)c1OC	0.3	-1.5	-2.5	4.3	2.8	-7.7	-1.8	-0.9	20.2
O=C(Nc1cccnc1)C1CCCN1S(=O)(=O)c1ccc(Cl)c(Cl)c1 (stereo not drawn)	1.1	-9.6	0.1	4.5	5.0	2.9	5.1	-3.9	-0.5
O=C(CCC(=O)OCc1cccc(C(=O)Oc2ccccc2)c1)Nc1cccc2ccccc12	-10.2	13.8	8.0	0.8	3.7	1.1	-10.9	-4.1	-3.6
Cc1c(C(=O)N2CCOCC2)sc(NC(=O)c2ccc3c(c2)OCO3)c1C#N	-2.7	-7.7	4.2	2.3	-0.1	14.8	6.5	-5.3	-7.3
COc1ccc2[nH]c3nc(SCC(=O)Nc4ccc5c(c4)OCO5)nnc3c2c1	0.6	4.5	2.4	-4.8	3.1	-11.2	-6.9	-0.8	15.8
Cc1cc(C(=O)Nc2cnn(Cc3ccc(Cl)cc3Cl)c2)no1	1.9	-6.6	7.8	2.2	1.9	10.4	5.1	-6.1	-1.9
COc1ccc(NC(=O)CCS(=O)(=O)c2ccccc2)c(OC)c1	-3.2	-3.2	6.5	nt	2.1	12.6	0.6	-6.9	nt
Cc1ccc(-c2cnn(-c3cccc(C(F)(F)F)c3)c2N)cc1	-3.0	9.9	4.5	-2.0	0.5	12.8	-6.9	-2.9	-7.3
Cc1ccc(C2CC(c3ccccc3OC(F)F)Nc3ncnn32)cc1 (stereo not drawn)	-0.5	-1.3	2.1	14.5	-5.8	-8.6	5.9	-12.6	-5.4

Limited to FAK inh, S1P2 blocker and PostGolgi ctrl, for some of the entries so far:
mol | FAK inh | S1P2 blocker | PostGolgi ctrl
COc1ccc(-c2nnc3sc(COc4ccc(C)cc4)nn23)cc1 | 5.9 | -11.1 | 23.0
O=C(C(Cc1ccccc1)NS(=O)(=O)c1cccc2cccnc12)N1CCc2ccccc21 (stereo not drawn) | 1.1 | 18.0 | 11.9
CN1CC(=O)N(C)c2nc(Br)n(C)c2C1=O | 1.0 | 17.6 | -2.4
